# PHOSPHO1 inh = PubChem AID 1565 | Phosphoethanolamine/phosphocholine phosphatase (Homo sapiens), Q8TCT1 | recombinant PHOSPHO1, absorbance phosphatase assay | 290,000 tested, 1.1% active | inhibition, % at 13.3 µM; in the data active means inhibition above about 60%
# OXTR ag = human OXTR agonists, primary screen, fluorescence, CHO-OTR cells, Fluo-8 calcium | 320,000 tested, 0.32% active | activation, % at 3 µM | AID 2435, 2010 | Fluo-8 calcium fluorescence; normalized: DMSO 0%, oxytocin 100%;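 active means activation above the mean of all tested compounds plus 3 SD, cutoff set per screening run, cut at about 20% in these data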;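 further: peak over basal fluorescence ratio from a 100 s FLIPR kinetic read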
# Target sequence (P30559 whole entry, looked up): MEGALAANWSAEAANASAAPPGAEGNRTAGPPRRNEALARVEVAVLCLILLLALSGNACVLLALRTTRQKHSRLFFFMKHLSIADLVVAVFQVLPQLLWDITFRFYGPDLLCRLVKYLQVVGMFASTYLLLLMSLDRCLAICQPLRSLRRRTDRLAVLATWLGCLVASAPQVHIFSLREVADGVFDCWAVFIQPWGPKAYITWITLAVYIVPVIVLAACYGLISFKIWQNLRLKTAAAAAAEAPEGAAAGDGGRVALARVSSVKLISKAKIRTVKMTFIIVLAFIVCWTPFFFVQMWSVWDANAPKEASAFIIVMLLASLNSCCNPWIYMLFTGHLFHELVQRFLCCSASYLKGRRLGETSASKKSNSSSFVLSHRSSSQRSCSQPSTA
# GalR3 antag = GalR3 antagonists in HEK293 cells, primary screen, cell-based, fluorescence readout. Galanin receptor type 3 (Homo sapiens), O60755. HEK293 GalR3-CNG cAMP membrane potential fluorescence; galR3 body fused to GalR1 C-terminus. inhibition, % at 3 µM. 360,000 tested, 0.44% active. AID 651719, 2012;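 active means inhibition above the screen-wide average plus 3 SD, cut at about 13% in these data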;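 further: forskolin and galanin both at EC90 stimulate the cells; cAMP rise reported by CNG channel membrane potential dye signal; 0% = forskolin plus galanin with DMSO and 100% = forskolin alone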
# GPR7 antag = GPR7 receptor antagonists, primary screen, cell-based, fluorescence, single concentration; inhibition, % at 4.4 µM; 290,000 tested, 1.1% active; GPR7-expressing cells, fluorescence antagonist assay; Neuropeptides B/W receptor type 1 (Homo sapiens), P48145; in the data active means inhibition above about 16%, passing the limit was not always enough;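 further: cells stimulated with the agonist NPW; 0% = agonist with vehicle and 100% = vehicle without agonist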
# Target sequence (P48145 whole entry, looked up): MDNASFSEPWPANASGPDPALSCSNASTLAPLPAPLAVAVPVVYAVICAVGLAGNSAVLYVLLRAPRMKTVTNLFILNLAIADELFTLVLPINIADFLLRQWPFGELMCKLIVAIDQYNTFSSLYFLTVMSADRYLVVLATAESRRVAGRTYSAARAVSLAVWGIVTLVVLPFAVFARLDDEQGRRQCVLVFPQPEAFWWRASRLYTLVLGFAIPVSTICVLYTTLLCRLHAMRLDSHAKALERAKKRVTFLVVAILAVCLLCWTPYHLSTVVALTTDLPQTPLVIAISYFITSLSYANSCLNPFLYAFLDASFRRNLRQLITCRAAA
# VIM-2 inh = VIM-2 metallo-beta-lactamase inhibitors, primary screen, biochemical, epi-absorbance readout, Pseudomonas aeruginosa enzyme; 290,000 tested, 0.89% active; purified VIM-2, nitrocefin hydrolysis, epi-absorbance fluorescence; inhibition, % at 5.6 µM;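 active means inhibition above the mean of all tested compounds plus 3 SD, cutoff set per screening run, cut at about 7.5% in these data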;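 further: red hydrolysis product quenches plate fluorescence so inhibitors raise well fluorescence; 0% = enzyme with DMSO and 100% = DMSO without enzyme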
# DNA FID counter = compounds displacing fluorescent DNA intercalator, primary screen, artefact control for HCV NS3 helicase inhibitor project, biochemical, FID fluorescence. DNA fluorescent intercalator displacement. inhibition, % at 7.9 µM. 290,000 tested, 0.17% active. AID 1845, 2009; in the data active means inhibition above about 37%;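 further: 0% = vehicle and 100% = reference compound; higher means more ethidium bromide displaced from hairpin DNA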
# NS3 helicase inh = inhibitors of HCV NS3 helicase, primary screen, biochemical, Cy5 molecular beacon fluorescence. Hepatitis C virus NS3 helicase. NS3 helicase DNA unwinding. inhibition, % at 10.9 µM. 290,000 tested, 0.56% active. AID 1800, 2009;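 active means inhibition above the mean of all tested compounds plus 3 SD, set per campaign, cut at about 35% in these data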;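 further: 0% = DMSO wells and 100% = thioflavine S control wells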
#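 Assay system: hepatitis C virus NS3 helicase domain fragment enzyme. Also added: annealed dual-labelled DNA beacon duplex, ATP-started. Timing: 1 h reaction at 25 °C, ATP-initiated. Technique: Cy5 fluorescence at 0 and 60 min, beacon hairpin quenching. Evaluation: % inhibition of unwinding. Replication: one well per compound.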
# IMP-1 inhibitor = IMP-1 metallo-beta-lactamase inhibitors, primary screen, biochemical, epi-absorbance readout, Pseudomonas aeruginosa enzyme | metallo-beta-lactamase IMP-1 (Pseudomonas aeruginosa) | purified IMP-1, nitrocefin hydrolysis, epi-absorbance fluorescence | inhibition, % at 5.6 µM | 290,000 tested, 0.45% active;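 active means inhibition above the mean plus 3 SD of all compounds in the same screening run, cut at about 4.5% in these data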;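 further: 0% = IMP-1 with DMSO and 100% = DMSO wells lacking enzyme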
#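 Assay system: purified recombinant IMP-1 beta-lactamase. Input: IMP-1 0.2 nM before substrate addition. Buffer or medium: Zinc- and detergent-supplemented HEPES buffer, pH 7.1. Schedule: 25 °C, 15 min preincubation, 25 min reaction. Signal: Epi-absorbance fluorescence, 480 nm excitation, 530 nm emission. Evaluation: percent inhibition from optical density relative to buffer-blank wells.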
# V1R ag counter = agonists of human V1a receptor, primary screen, counter-screen for OXTR agonist project, fluorescence, CHO-V1R cells. Fluo-8 calcium fluorescence, agonist mode; 0% DMSO, 100% 3 nM vasopressin. Vasopressin V1a receptor (Homo sapiens), P37288. AID 2797, 2010. 320,000 tested, 0.25% active. activation, % at 3 µM;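 active means activation above the mean activation of all tested compounds plus 3 SD, per screening run, cut at about 20% in these data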;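 further: signal is peak over basal fluorescence ratio across a 100 second FLIPR read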
# * marks the source's active call; other numbers are inactive results; . = no result given.
SMILES,PHOSPHO1 inh,OXTR ag,GalR3 antag,GPR7 antag,VIM-2 inh,DNA FID counter,NS3 helicase inh,IMP-1 inhibitor,V1R ag counter
CCC(=O)N1CCc2cc(S(=O)(=O)NC(Cc3ccccc3)C(=O)NC3CCCCC3)ccc21 (stereo not given),2,.,1,-12,-1.0,-5,4,-3.7,.
O=C(NCc1cccnc1)c1ccc(-c2ccccc2[N+](=O)[O-])o1,3,-1.0,-2,-6,-0.4,0,3,-2.2,0.7
O=C1OCCN1CCNCc1cn(-c2ccc(F)cc2)nc1-c1ccccc1Cl,60*,1.2,-4,-3,-1.0,8,-10,1.5,1.2
C=CCOc1cccc(CNn2cn[nH]c2=S)c1,-108,0.1,0,-7,-1.5,-8,1,-1.3,0.7
Cc1[nH]c(=O)[nH]c(=O)c1NS(=O)(=O)c1ccccc1,0,1.0,-3,2,1.1,-3,-11,-1.0,0.1
COc1ccc(C(=O)N2CCC(N3CCN(c4ccccc4)CC3)CC2)cc1,19,-0.7,-2,-6,-0.6,-1,5,-2.3,0.1
COc1ccc(Cl)cc1NC(=O)CN1CCN(S(=O)(=O)N2CCCCC2)CC1,15,-0.1,-4,-5,-1.2,-39,-7,-0.4,0.4
O=C(Nc1ccc(-c2ccccc2)cc1)c1ccco1,-65,0.0,-4,3,1.9,-6,1,-1.8,0.5
COC(=O)CCC(=O)Nc1nnc(C(F)(F)F)s1,-2,0.6,-2,-4,-4.0,0,12,-4.0,0.3
O=C(CSc1nnc(-c2ccco2)o1)c1ccccc1,25,-1.5,-5,-10,-2.8,-7,6,-2.9,0.4

# Brought forward from above: 3 entries, then new ones.
SMILES,PHOSPHO1 inh,OXTR ag,GalR3 antag,GPR7 antag,VIM-2 inh,DNA FID counter,NS3 helicase inh,IMP-1 inhibitor,V1R ag counter
O=C(Nc1ccc(-c2ccccc2)cc1)c1ccco1,-65,0.0,-4,3,1.9,-6,1,-1.8,0.5
COC(=O)CCC(=O)Nc1nnc(C(F)(F)F)s1,-2,0.6,-2,-4,-4.0,0,12,-4.0,0.3
O=C(CSc1nnc(-c2ccco2)o1)c1ccccc1,25,-1.5,-5,-10,-2.8,-7,6,-2.9,0.4
COC(=O)C1=C(C)N(Cc2cccnc2)C(=O)/C1=C\c1sccc1C,17,-2.4,-4,-15,-0.5,-12,2,1.3,-1.2
CC1(C)Cc2ccccc2C(=NCCCCCC(=O)O)N1,-17,.,.,-17,-1.5,1,-3,-2.7,.
COc1ccc(C(=O)/C=C\N2CCOCC2)cc1,6,-0.3,-2,-2,-0.8,-8,0,0.2,0.9
Cc1ccc(NC(=O)CCc2c(C)nn(-c3ccc(N4CCCCC4)nn3)c2C)cc1F,13,-0.8,0,-21,-2.3,-39,-27,-2.4,2.8
Cc1nc(SCC(=O)Nc2nc3ccccc3s2)c(C#N)c(C)c1C,-12,-2.1,-2,-10,-2.9,-7,1,-3.7,-1.1
Cc1ccc2cc(COC(=O)c3ccncc3)c(=O)[nH]c2c1,86*,0.8,-2,-9,4.3,-17,-3,-3.7,1.3
CCc1ccccc1S(=O)(=O)Cc1ccc(C(=O)NCC2CCCO2)o1 (stereo not given),16,0.6,2,-10,1.3,-9,2,0.2,-0.2
COc1cc(C(C)=O)ccc1OCC(=O)N1CCc2ccccc2C1,31,0.0,-6,0,-1.6,-22,8,-2.7,0.5
CCNC(=O)CSC1=N/C(=C\c2ccc(O)c(OCC)c2)C(=O)N1c1ccc(OC(F)F)cc1,23,1.2,-3,-1,1.6,-27,-9,1.9,2.9
CC(=O)Nc1cc2c(cc1NC(=O)c1cnccn1)OCCO2,-3,4.8,-6,-10,-1.7,1,-2,-3.4,1.6
COc1ccc(NS(=O)(=O)c2ccc(S(=O)(=O)N3CCCC3)cc2)cc1,12,16,-6,5,-0.4,-7,0,-2.8,16
Cn1cccc1/C=N/NC(=O)c1sc2ccccc2c1Cl,22,-1.2,2,-13,-2.1,-5,-1,-3.2,0.7
Cc1ccc(C(O)CN2C3=NCCCN3c3ccccc32)cc1 (stereo not given),5,-0.1,-3,-1,0.7,8,5,0.8,1.2
COCCOC(=O)c1c(C)n(C)c2ccc(OC(=O)N3CCOCC3)cc12,-2,-0.9,-1,2,-1.2,-24,-2,-1.7,-0.8
COc1ccc(C2NC3=C(CCC3)C3(C#N)C(OC)(OC)N=C(N)C23C#N)cc1 (stereo not given),6,11,.,-8,-0.3,-1,6,-1.1,2.0
COC(=O)c1cnc2c(c(C)nn2C)c1OC,2,-1.1,5,16,-0.8,1,9,-3.7,1.4
O=C(CCCN1C(=O)c2cccc3cccc(c23)C1=O)NCc1ccco1,30,-2.2,3,9,-0.1,9,-3,-2.3,-1.4
Cc1cc(C)nc(NS(=O)(=O)c2ccc(NC(=O)c3ccc(S(=O)(=O)N4CCOCC4)cc3)cc2)n1,46,0.2,.,-9,-2.2,-17,4,-2.4,0.2
CSc1nnc(C)c(=O)n1COC(=O)c1ccc(S(=O)(=O)N(C)C)cc1,-24,0.2,-6,-6,-3.8,5,-5,-3.5,1.4
C=CCn1c(C)cc(C(=O)COC(=O)c2ccc3c(c2)NC(=O)CS3)c1C,-2,5.0,12,-15,-4.0,-9,18,-0.6,2.9
O=[N+]([O-])c1cc(Cl)c(O)c2ncccc12,12,.,-8,-6,-0.3,1,-6,-5.5,.
COc1cccc(/C=N/c2sc(Cc3ccccc3)c(C)c2C(N)=O)c1O,-8,-0.5,3,-8,-4.3,-6,7,-1.2,1.4
COc1ccccc1CNC(=O)COC(=O)c1ccc(C)c(S(=O)(=O)N2CCCCC2)c1,14,0.1,-1,-2,-3.0,-58,-7,-1.0,0.7
CCN(c1ccccc1)S(=O)(=O)c1cnc[nH]1,37,-0.3,1,-1,-4.6,2,8,-1.2,0.2
Cc1cc(NC(=O)c2cccc(S(=O)(=O)N3CCOCC3)c2)no1,8,0.6,-6,0,1.6,-1,-2,-2.5,-0.8
CCN(CC(=O)Nc1cccc(OC)c1)c1ncnc2sc(C)c(C)c12,9,10,-7,-10,1.5,-21,-26,-2.0,5.4
COc1cc(/C=C2\C(=N)N3N=C(S(C)(=O)=O)SC3=NC2=O)cc(OC)c1OCCOc1ccccc1C,-42,-0.7,-11,-8,-4.0,30,0,-3.8,0.4
CNC(=O)CN(c1ccc(F)cc1)S(=O)(=O)c1cc(C)ccc1OC,-16,0.5,-5,-6,-1.6,-6,2,-1.7,0.4
NS(=O)(=O)c1ccc(NC(=O)COC(=O)c2cc([N+](=O)[O-])ccc2Cl)cc1,33,0.9,0,-6,-0.8,8,4,-2.5,0.0
OCCN1CCN(c2nc(-c3ccccc3)c3cc(Cl)ccc3n2)CC1,24,9.9,-2,5,4.9,12,-64,1.1,5.4
CCOc1ncccc1C(=O)N1CCN(S(=O)(=O)c2ccc(Br)cc2Cl)CC1,12,0.1,-6,-8,-1.6,-5,-2,-2.4,-0.2
CCSc1oc(-c2ccco2)nc1S(=O)(=O)c1ccc(F)cc1,21,-2.4,-5,-5,-1.6,-13,9,-2.8,-0.3
CN(CCC#N)C(=O)COC(=O)c1ccc2c(=O)n3c(nc2c1)CCC3,32,0.1,-3,-9,-1.2,-20,12,-0.7,-0.7
CC(C)N(Cc1nc(-c2ccccc2)no1)C(=O)c1ccc2c(c1)OCO2,-15,-0.7,.,-4,-1.5,-29,3,-1.1,-0.8
Cc1ccc(S(=O)(=O)NCC2CCC(C(=O)N3CCN(C)CC3)CC2)cc1 (stereo not given),38,-0.7,-8,-6,-2.1,-4,3,-3.7,1.2
O=C1C=C(N2CCCCCC2)C2(CCCCC2)O1,54,-0.8,2,0,-0.5,-7,0,0.2,-0.1

# Filtered by structure: the compounds so far containing a Cl atom
SMILES,PHOSPHO1 inh,OXTR ag,GalR3 antag,GPR7 antag,VIM-2 inh,DNA FID counter,NS3 helicase inh,IMP-1 inhibitor,V1R ag counter
O=C1OCCN1CCNCc1cn(-c2ccc(F)cc2)nc1-c1ccccc1Cl,60*,1.2,-4,-3,-1.0,8,-10,1.5,1.2
COc1ccc(Cl)cc1NC(=O)CN1CCN(S(=O)(=O)N2CCCCC2)CC1,15,-0.1,-4,-5,-1.2,-39,-7,-0.4,0.4
Cn1cccc1/C=N/NC(=O)c1sc2ccccc2c1Cl,22,-1.2,2,-13,-2.1,-5,-1,-3.2,0.7
O=[N+]([O-])c1cc(Cl)c(O)c2ncccc12,12,.,-8,-6,-0.3,1,-6,-5.5,.
NS(=O)(=O)c1ccc(NC(=O)COC(=O)c2cc([N+](=O)[O-])ccc2Cl)cc1,33,0.9,0,-6,-0.8,8,4,-2.5,0.0
OCCN1CCN(c2nc(-c3ccccc3)c3cc(Cl)ccc3n2)CC1,24,9.9,-2,5,4.9,12,-64,1.1,5.4
CCOc1ncccc1C(=O)N1CCN(S(=O)(=O)c2ccc(Br)cc2Cl)CC1,12,0.1,-6,-8,-1.6,-5,-2,-2.4,-0.2

# High-throughput results (PubChem)
